# bIAP activator: intestinal alkaline phosphatase (bovine) activation; purified bovine IAP, CDP-star luminescence, 30 min; active compounds read high; fold of DMSO-control signal, blank-subtracted; activation factor at 20 µM; 0.17% of 200,000 active;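 active = activation factor of 2 or more at 20 µM, a signal rise over negative controls twice the positive control's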
# RAM inhibit: blocks the yeast RAM network. S. cerevisiae dse1pr::URA3 reporter, 5-FOA growth OD615, 2 d; analog-sensitive cbk1-as2 kinase mutant strain. inhibition, % at 50 µM. 1.8% of 190,000 active. AID 868;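 active = inhibition above a set limit, 3 SD over mean compound inhibition, cut at about 8.4% in these data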;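 note: 0% = DMSO-only wells with no growth and 100% = 10 µM 1-NA-PP1 full growth; inhibition rescues growth on 5-FOA so higher OD means more RAM inhibition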
# FLuc act counter: affects firefly luciferase, flagging false hits in luciferase stimulation screens; AID 1027; P08659; ATPlite luciferase biochemical, luminescence, 10 min; 0 = ATP-free wells, 1 = DMSO control; activation factor at 10 µM; 200,000 tested, under 10 active;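 active = luciferase activation factor, scaled between plate controls, of at least 2 with compound at 10 µM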
# Target sequence (P08659 whole entry, looked up): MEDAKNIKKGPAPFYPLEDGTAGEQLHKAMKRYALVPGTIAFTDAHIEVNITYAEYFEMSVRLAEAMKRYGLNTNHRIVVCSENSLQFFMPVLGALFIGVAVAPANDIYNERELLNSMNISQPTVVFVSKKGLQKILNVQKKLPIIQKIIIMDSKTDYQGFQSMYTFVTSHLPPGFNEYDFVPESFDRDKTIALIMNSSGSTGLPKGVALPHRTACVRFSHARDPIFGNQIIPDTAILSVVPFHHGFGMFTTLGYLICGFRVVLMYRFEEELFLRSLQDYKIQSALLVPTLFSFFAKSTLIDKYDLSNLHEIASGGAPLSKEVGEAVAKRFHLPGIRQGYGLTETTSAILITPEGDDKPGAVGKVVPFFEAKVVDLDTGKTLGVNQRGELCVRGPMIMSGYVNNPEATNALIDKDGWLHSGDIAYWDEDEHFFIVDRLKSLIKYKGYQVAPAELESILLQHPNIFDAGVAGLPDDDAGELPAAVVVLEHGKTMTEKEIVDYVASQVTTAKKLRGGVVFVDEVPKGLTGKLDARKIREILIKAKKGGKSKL
#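 Assay system: Luciferase/luciferin detection reagent, cell-free biochemical luciferase assay / Read-out: luciferase activation / Benchmarks: No-ATP low control, compound-free enzyme-plus-ATP high control / Medium: PBS buffer for ATP / Detection: luminescence measurement of luciferase light output / Schedule: 10 min at ambient temperature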
# TNAP inh hiacc: TNAP (human) inhibition, high acceptor. AID 1135. purified TNAP, CDP-star luminescence, 1 M DEA. inhibition, % at 20 µM. 0.03% of 200,000 active. P05186;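 active = over 50% inhibition of tissue-nonspecific alkaline phosphatase at 20 µM in the single-dose screen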;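 note: plate controls were DMSO wells for no effect and EDTA-quenched wells as full inhibition for full effect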
# Target sequence (P05186 whole entry, looked up): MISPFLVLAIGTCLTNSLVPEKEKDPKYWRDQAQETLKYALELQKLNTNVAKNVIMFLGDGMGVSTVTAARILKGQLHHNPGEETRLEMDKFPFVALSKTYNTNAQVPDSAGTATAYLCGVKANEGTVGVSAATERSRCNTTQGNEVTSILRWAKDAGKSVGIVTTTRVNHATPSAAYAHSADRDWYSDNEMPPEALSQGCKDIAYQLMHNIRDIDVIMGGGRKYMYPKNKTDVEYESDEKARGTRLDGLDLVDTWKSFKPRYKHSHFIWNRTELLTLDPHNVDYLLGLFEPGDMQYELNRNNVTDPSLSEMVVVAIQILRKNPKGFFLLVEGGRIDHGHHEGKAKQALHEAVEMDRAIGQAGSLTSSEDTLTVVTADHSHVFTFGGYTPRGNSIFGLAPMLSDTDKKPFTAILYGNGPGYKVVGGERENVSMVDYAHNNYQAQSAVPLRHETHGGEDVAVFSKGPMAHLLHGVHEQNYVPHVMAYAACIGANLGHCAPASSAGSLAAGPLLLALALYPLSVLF
# APP 5UTR inh: APP translation inhibition | SH-SY5Y APP 5'UTR-luciferase reporter, luminescence | 0.82% of 190,000 active | AID 1285 | inhibition, % at 2 µM;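 active = inhibition above a set limit, derived from the sample mean plus 3 SD, cut at about 45% in these data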; note: values of inactives mirror those of a sister screen read the other way
# TNAP act hi DEA: increases human TNAP activity under high phosphate acceptor concentration. 200,000 tested, under 10 active. P05186. purified TNAP, CDP-star luminescence, 1 M DEA, 30 min; active compounds read high; 0 = EDTA background, 1 = DMSO-only activity. AID 1136. activation factor at 20 µM;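 active = activation factor at least 2 at 20 µM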
#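 Dosing: 20 µM single point. System: human TNAP. Amount: TNAP 1/800 final. Incubation: 30 min, room temperature. Read-out: TNAP activation factor scaled between EDTA and DMSO control wells. Signal: luminescence from CDP-star hydrolysis. Medium: 1 M DEA, pH 9.8, Mg2+, Zn2+. Control set: EDTA negative control, DMSO positive control.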
# bIAP inh: blocks bovine intestinal alkaline phosphatase activity. purified bovine IAP, CDP-star luminescence, 30 min. inhibition, % at 20 µM. 190,000 tested, under 10 active. AID 1019;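 active = over 50% inhibition of intestinal alkaline phosphatase at 20 µM in the single-dose screen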
#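 System: purified bovine intestinal alkaline phosphatase (IAP) enzyme; Input: IAP diluted 1/65,000,000 in the well; Measured by: CDP-star luminescence signal; Compound dosing: 20 µM single dose; Incubation: 30 min reaction at room temperature.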
# TNAP inh no acc: inhibitors of human TNAP without phosphate acceptor; inhibition, % at 20 µM; purified TNAP, CDP-star luminescence, 30 min; 0.26% of 200,000 active; P05186;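 active = tissue-nonspecific alkaline phosphatase inhibition above about 50% at 20 µM in the single-dose screen, limit read from the data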;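 note: 0% = DMSO negative control and 100% = EDTA positive control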
# FLuc inh counter: counter-screen for luciferase assay inhibitors: firefly luciferase inhibition | P08659 | ATPLite firefly luciferase biochemical luminescence, 10 min | inhibition, % at 10 µM | 1.5% of 200,000 active | AID 1006;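 active = inhibition above about 50% when tested at 10 µM, limit read from the data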
# L major viab: inhibitors of Leishmania major promastigote growth; AID 1063; Leishmania major promastigotes, resazurin fluorescence viability; inhibition, % at 10 µM; 9% of 200,000 active; in the data active = inhibition above about 50%;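 note: promastigotes grown with compound for 44 hours at 28 °C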
# Numbers without * were called inactive.
SMILES,bIAP activator,RAM inhibit,FLuc act counter,TNAP inh hiacc,APP 5UTR inh,TNAP act hi DEA,bIAP inh,TNAP inh no acc,FLuc inh counter,L major viab
COC(=O)c1cc(NC(=O)c2ccc(F)cc2)cc(C(=O)OC)c1,1,3.0,1,0,-4,1,2,0,-1,-4
CC(C)CC(=O)NC(=S)Nc1cccc2nsnc12,1.1,5.1,1,4,4,1,-10,2,-1,6
c1ccc(-c2csc3ncn4nnnc4c23)cc1,0.9,1.4,1,2,-14,1,10,-30,-4,-8
O=C(C1CCC1)N1CCc2cc(S(=O)(=O)N3CCCCC3)ccc21,0.9,4.3,1,-3,2,1,12,-13,-5,-6
O=C(NC(=S)NCCO)c1cn(-c2ccccc2)nc1-c1ccccc1,0.8,0.6,1,1,16,1,17,8,4,25
COc1ccccc1OCc1nc(C#N)c(N2CC(C)CC(C)C2)o1 (stereo not given),0.9,2.9,1,-4,-2,1,14,-5,-5,12
COc1ccccc1CN(Cc1cc2cc(C)cc(C)c2[nH]c1=O)Cc1nnnn1CC1CCCO1 (stereo not given),1,-0.3,1,-2,-7,1,-3,5,-2,56*
CN1CCCN(C(c2ccccc2)c2ccc(Cl)cc2)CC1 (stereo not given),0.9,1.5,1,2,7,1,6,-2,-1,99*
COc1ccc(CN(C)CC(=O)Nc2c(C)cccc2C)c(OC)c1,1.5,1.6,1,1,0,1,-49,1,-2,7
COc1ccc(OC)c(NC(=O)c2ccc(CN(c3cc(Cl)ccc3C)S(=O)(=O)c3ccccc3)cc2)c1,1,3.2,1,5,0,1,5,12,0,-1
O=C1C=C(NCc2ccccc2)c2ccccc2C1=O,0.9,0.8,1,0,9,1,9,6,-3,97*
CC1CCN(c2c(NCc3ccc(C(=O)N4c5ccccc5CC4C)cc3)c(=O)c2=O)CC1 (stereo not given),1,2.9,1,-4,14,1,0,-14,-4,-8
O=C(NCCc1ccc(Cl)cc1)C1CCCN(S(=O)(=O)c2cnc[nH]2)C1 (stereo not given),1,0.7,1,5,-17,0.9,1,-2,3,3
CC(=O)NC(Cc1cccc(C)c1)C(=O)NC1CCN(c2ncccc2[N+](=O)[O-])CC1 (stereo not given),0.9,-0.4,1.1,2,-1,1,7,12,-6,-7
CC(=O)c1ccc(N2Cc3ccccc3C2=NC(=O)c2cccs2)cc1,0.8,0.6,0.9,-1,-86,1,18,-6,11,18
O=C(Nc1ccccc1)C(Cc1ccccc1)NC(=O)C12CC3CC(CC(C3)C1)C2 (stereo not given),0.9,3.3,1.1,-10,-6,1.1,10,-7,-8,-2
COc1ccc(O)c(-c2cc(-c3cccs3)[nH]n2)c1,1.5,0.4,0.9,-1,-50,1,-50,-115,9,2
Cn1c(NC(=S)Nc2ccccc2)nc2ccccc21,1.2,6.0,1,5,-160,1,-22,-11,-4,7
O=C(Nc1scc(-c2cccs2)c1C(=O)O)c1cccs1,0.9,2.5,0.9,-6,-25,1.1,9,-7,13,4
CC1CCCN(c2ccc(C(=O)NCc3ccco3)cc2[N+](=O)[O-])C1 (stereo not given),1.4,7.1,1.1,2,2,1,-38,9,-7,73*
COc1cccc(CNc2cccc3cccnc23)c1O,1.2,0.8,0.9,-2,-19,1,-16,-8,6,-2
CCCCCN(C(=O)NC(=O)NC(C)CC)S(C)(=O)=O (stereo not given),0.9,0.8,1.1,-8,3,1.1,7,-16,-8,-2
Cc1ccc(NS(=O)(=O)c2ccc(N/N=C/c3ccncc3)c([N+](=O)[O-])c2)c(C)c1,1.1,5.9,1,11,12,0.9,-8,7,-2,2
Cc1nonc1C1CCCN1C(=O)c1cc(COc2ccc(F)cc2Cl)on1 (stereo not given),1,6.4,1,5,-6,1,-2,-2,0,2
CCOC(=O)Cn1c2ccccc2c2nc3ccccc3nc21,1,-0.4,0.9,0,-12,1,0,-4,5,11
O=[N+]([O-])c1ccc(Nc2ccc(N3CCOCC3)cc2)c([N+](=O)[O-])c1,1,3.6,1,11,0,0.9,4,-2,4,15
COc1ccc(-c2csc(NC(=O)c3cc(C)on3)c2C#N)cc1OC,0.8,2.5,1,-2,-10,1,15,-10,-3,0
O=[N+]([O-])c1cc(F)c(N2CCCCC2)cc1N1CCOCC1,0.7,1.5,1,12,-15,0.9,28,9,-4,2
CCOc1cc(OCC)cc(C(=O)NCCCN2CCOCC2)c1,1,0.5,1,-4,-3,1,3,-11,1,-5
CSc1cc(-c2ccc(Cl)cc2)[nH]c(=O)c1C#N,1,2.8,1.1,-6,-8,1.1,2,-13,-7,11
c1ccc(OCc2cc(-c3ccccc3)no2)cc1,1,0.6,0.8,-1,-59,1,5,-8,20,-4
CC1CCCN(c2nc3nonc3nc2N2CCCC(C)C2)C1 (stereo not given),0.9,1.1,1.1,2,-11,1,13,-2,-10,21
O=C(CCC1CCCN(C(=O)Cc2ccc(F)cc2)C1)N1CCN(c2ccccn2)CC1 (stereo not given),1,0.9,1.1,-12,-10,1.1,4,-14,-10,1
Cc1cc(Oc2ccccc2)nc(NCc2ccccc2)n1,0.9,1.4,1,1,15,1,9,-3,-2,10
Cc1ccccc1C(=O)Nc1nnc(-c2ccc(C(C)(C)C)cc2)s1,0.5,5.1,1,-4,-11,1,48,-17,4,5
CC1CCN(S(=O)(=O)c2ccc3ncn(CC(=O)N(C)C4CCCCC4)c(=O)c3c2)CC1,1.1,1.5,1.1,-4,-16,1,-6,-3,-10,-1
CCOc1ccc(/C=N/NC(=O)c2ccc(Cn3cc([N+](=O)[O-])cn3)o2)cc1,0.8,0.4,0.5,-3,-16,1,16,-7,50,1
CC(=O)NS(=O)(=O)c1ccc(N=c2ssc3c2-c2ccc(C)cc2NC3(C)C)cc1,0.7,6.2,1,-4,4,1,27,-10,-3,-3
CCOC(=O)c1c(-c2ccccc2)nc2ccccn12,1,-2.4,1.1,-4,2,1,-2,-3,-8,8
Cc1ccc(NC(=O)c2cc(NC(=O)c3ccco3)ccc2N2CCOCC2)cc1,0.9,1.8,1.1,0,13,1,11,-4,-5,4
O=C(CSc1nnc(CNc2ccc(F)cc2)o1)N1CCCc2ccccc21,0.9,3.4,1.1,-7,-19,1.1,10,-18,-5,-5
CNS(=O)(=O)c1cccc(C(=O)OCC(=O)N(Cc2ccccc2)C(C)(C)C)c1,0.8,0.1,1.1,-5,-4,1.1,20,-25,-6,5
COC(=O)c1ccccc1NC1OC(=O)c2ccccc21 (stereo not given),0.9,0.0,1,-2,-11,1,11,-7,-1,1
COc1ccc(CCNC(=O)c2csc3c2CCCC3)cc1OC,1,1.5,1,-2,19,1,4,-9,-2,-2
O=C(Nc1cccc(F)c1)c1cccc(S(=O)(=O)N2CCOCC2)c1,0.9,2.1,1,0,-14,1,9,-6,-2,-6
Cc1noc(C)c1COC(=O)c1ccccc1Oc1ccccc1,0.9,0.8,1,-3,-10,1,8,-13,-5,2
CC(=O)/C(=C/Nc1ccc(Oc2ccccc2)cc1)c1ccccc1,0.7,4.8,1.1,-1,-2,1,29,-11,-7,-6
O=C1CCN(C(=O)/C=C/c2ccccc2)c2ccccc21,0.9,0.0,0.8,1,-15,1,11,0,16,-3
S=C(NCc1ccccn1)Nc1ccc(Cl)cc1Cl,1,0.0,1,-1,-48,1,2,-1,-3,-2
CCCOC(=O)NC1C(NC(=O)OCCC)N(C)C(=O)N1C (stereo not given),1,1.3,1,-6,-2,1.1,-3,8,-4,-7
COC(=O)C1=C(Cn2cnc3ccccc32)NC(=O)NC1c1cc(C)ccc1C (stereo not given),0.9,0.0,1,0,20,1,5,-1,-5,5
O=C(Nc1nccs1)c1cc2sccc2n1Cc1ccc(Cl)cc1,0.9,4.5,1.1,-4,10,1,8,-14,-7,5
CCOc1ccc(C2C3=C(Nc4nc(N)[nH]c(=O)c42)c2ccccc2C3=O)cc1 (stereo not given),0.9,5.7,1,16,-48,0.8,6,11,1,-4
COc1ccc(-c2ccnc3nc(Sc4ncc(C(F)(F)F)cc4Cl)nn23)cc1,1.1,3.5,1,-4,-5,1,-6,-7,-2,0
COc1ccc(-c2nnnn2CCc2ccccc2)cc1,0.6,-0.7,1,0,-8,1,43,-17,-5,-5
COc1cc(-c2nnc(-c3cc(OC)c(OC)c(OC)c3)o2)cc(OC)c1OC,0.8,5.2,1,-4,6,1,25,-10,-5,1
Cc1cc(NC(=O)c2ccc(C)c([N+](=O)[O-])c2)no1,1,0.6,1,1,5,1,-2,6,2,13
CCC(C)(C)NC(=O)CN(CC1CCCO1)C(=O)CCC(=O)Nc1nccs1 (stereo not given),1,-0.6,1.1,-3,9,1,-1,-12,-5,-1
C=CCNC(=O)c1oc2ccc(S(=O)(=O)N(CC)CC)cc2c1C,1,2.7,1,-3,-27,1,-2,-8,-2,98*
c1ccc(-c2noc(CSc3nc4ccccc4o3)n2)cc1,1,-0.9,1,-4,1,1,4,-8,0,-3

# Continued:
SMILES,bIAP activator,RAM inhibit,FLuc act counter,TNAP inh hiacc,APP 5UTR inh,TNAP act hi DEA,bIAP inh,TNAP inh no acc,FLuc inh counter,L major viab
CCOC(=O)C1CCN(C(=O)CN(c2ccc(OC)cc2)S(=O)(=O)c2c(C)noc2C)CC1,1,1.0,1,-1,-23,1,-3,-7,-2,-3
CCn1c(SCC(=O)c2c[nH]c3ccccc23)nnc1-c1cccs1,1,2.1,1.1,0,-14,1,4,-9,-6,0
COc1ccc(C(=O)C2C(c3ccc(-c4ccccc4[N+](=O)[O-])o3)NC(=O)NC2(O)C(F)(F)F)cc1 (stereo not given),0.9,1.4,1.1,0,-9,1,10,5,-9,24
O=C1CC(SCCO)C(=O)N1c1ccccc1 (stereo not given),1,0.2,1.1,-4,14,1,2,-6,-11,3
O=c1[nH]n(-c2ccc([N+](=O)[O-])cc2)c(=O)c2ccccc12,0.9,0.9,1,14,-17,0.9,7,6,0,-4
COc1ccc(-n2c(C)cc(C(=O)COc3ccc(C)nc3[N+](=O)[O-])c2C)cc1,1.2,4.3,1.1,5,-16,0.9,-25,10,-7,43

# In another format: results already given
# Screens in order – bIAP activator	RAM inhibit	FLuc act counter	TNAP inh hiacc	APP 5UTR inh	TNAP act hi DEA	bIAP inh	TNAP inh no acc	FLuc inh counter	L major viab
CCOC(=O)C1CCN(C(=O)CN(c2ccc(OC)cc2)S(=O)(=O)c2c(C)noc2C)CC1
 : 1	1.0	1	-1	-23	1	-3	-7	-2	-3
CCn1c(SCC(=O)c2c[nH]c3ccccc23)nnc1-c1cccs1
 : 1	2.1	1.1	0	-14	1	4	-9	-6	0
COc1ccc(C(=O)C2C(c3ccc(-c4ccccc4[N+](=O)[O-])o3)NC(=O)NC2(O)C(F)(F)F)cc1 (stereo not given)
 : 0.9	1.4	1.1	0	-9	1	10	5	-9	24
O=C1CC(SCCO)C(=O)N1c1ccccc1 (stereo not given)
 : 1	0.2	1.1	-4	14	1	2	-6	-11	3
O=c1[nH]n(-c2ccc([N+](=O)[O-])cc2)c(=O)c2ccccc12
 : 0.9	0.9	1	14	-17	0.9	7	6	0	-4
COc1ccc(-n2c(C)cc(C(=O)COc3ccc(C)nc3[N+](=O)[O-])c2C)cc1
 : 1.2	4.3	1.1	5	-16	0.9	-25	10	-7	43

# Screening data as filed in PubChem.
